Source: PubChem BioAssay
NOD1 inhibition: NOD1 signaling inhibitors, primary screen, cell-based, luminescence, uHTS (AID 1578); 1% of 290,000 active; one-dose inhibition, % at 4 µM; EC50 in µM for titrated hits; NOD1-driven NF-kB luciferase reporter cells, luminescence; higher % means a stronger effect; in the data active means inhibition mostly above about 36%, no sharp cut-off; inactive means mostly below about 34%;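 further: HEK-293T reporter cells stimulated with the NOD1 agonist gamma-tri-DAP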
KOR beta-arrestin-1: KOR antagonists, beta-arrestin recruitment, cell-based, luminescence, uHTS (AID 1778); 0.091% of 290,000 active; inhibition, % at 10 µM; hits with a dose series show IC50 in µM; KOR beta-arrestin recruitment, luminescence, antagonist mode; higher % means a stronger effect; in the data active means inhibition above about 50%; further: strong numbers were not always called active
GPR55 LPI antagonism: GPR55 antagonists blocking LPI-driven arrestin recruitment, primary screen, imaging, U2OS, beta-arrestin-GFP, LPI agonist (AID 2013); G-protein coupled receptor 55 (Homo sapiens); U2OS GPR55 beta-arrestin-GFP translocation imaging, LPI antagonism; higher % means a stronger effect; inhibition, % at 10 µM, or IC50 in µM where a hit was titrated; 0.13% of 290,000 active;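 active means spots per cell inhibited over 60%, with over 100 cells counted and total cytoplasm intensity under 500,000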;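 further: U2OS cells stably carrying GPR55 and arrestin-GFP stimulated by 5 µM LPI near EC80; imaged beta-arrestin-GFP aggregate spots per cell after agonist stimulation; plate controls were LPI-stimulated DMSO wells for no effect and DMSO wells without LPI for full effect; some results filed as inactive read as strong as hits; confirmed hits need IC50 under 10 µM and bright autofluorescent wells are also inconclusive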
SIAH1 antagonists: Siah-1 peptide-binding antagonists, primary screen, biochemical, fluorescence polarization, rhodamine-plectin, uHTS (AID 1817) | E3 ubiquitin-protein ligase SIAH1 (Homo sapiens) | Siah-1 / rhodamine-plectin peptide fluorescence polarization; higher % means a stronger effect | one-dose displacement, % at 20 µM; IC50 in µM for titrated hits | 0.02% of 290,000 active;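 active means displacement of at least 50% at 20 µM, with a fluorescence ratio check between 0.3 and a set limit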;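 further: plate controls were Siah plus tracer with DMSO for no effect and tracer alone without Siah for full effect; strong numbers were not always called active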
GPR35 arrestin U2OS: GPR35 antagonists blocking zaprinast-driven arrestin recruitment, primary screen, imaging, U2OS, beta-arrestin-GFP, zaprinast agonist (AID 2058). 0.052% of 290,000 active. U2OS GPR35 beta-arrestin-GFP translocation imaging, zaprinast antagonism; higher % means a stronger effect. inhibition, % at 10 µM, or IC50 in µM where a hit was titrated. G-protein coupled receptor 35 (Homo sapiens);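 active means inhibition of at least 50% with at least 30 cells and total cytoplasm GFP at most 10,000,000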
GPR55 beta-arrestin: GPR55 agonists via beta-arrestin recruitment, primary screen, imaging, U2OS cells, beta-arrestin-GFP redistribution (AID 1961); G-protein coupled receptor 55 (Homo sapiens); U2OS GPR55 beta-arrestin-GFP redistribution imaging; higher % means a stronger effect; activation, % at 10 µM, or EC50 in µM where a hit was titrated; 0.048% of 290,000 active;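 active means activation above 40% with more than 50 cells counted in the well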;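 further: U2OS osteosarcoma cells stably expressing GPR55 and beta-arrestin-GFP; plate controls were DMSO negative control for no effect and LPI positive control for full effect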
KOR beta-arrestin-2: KOR agonists, beta-arrestin recruitment, primary screen, cell-based, luminescence, uHTS (AID 1777) | activation, % at 10 µM; hits with a dose series show EC50 in µM | 0.02% of 280,000 active | KOR beta-arrestin recruitment, luminescence; higher % means a stronger effect | Kappa-type opioid receptor (Homo sapiens); in the data active means activation above about 50%, passing the limit was not always enough; further: a part of the inactive calls stands beside numbers as strong as those of hits
AID2073: inhibitors of Mint1-CaV2.2 protein interaction, biochemical, HTRF (AID 2073) | Voltage-dependent N-type calcium channel subunit alpha-1B (Homo sapiens) | HTRF protein-protein interaction, Mint1-CaV2.2; higher % means a stronger effect | one-dose inhibition, % at 20 µM; IC50 in µM for titrated hits | 0.19% of 290,000 active; in the data active means inhibition mostly above about 51%, no sharp cut-off; further: some results filed as inactive read as strong as hits
HIV fusion peptide: inhibitors of HIV fusion peptide binding, primary screen, biochemical, uHTS, fluorescence dequenching (AID 1986). cell-free peptide binding, fluorescence dequenching, 30 min; higher % means a stronger effect. inhibition, % at 20 µM; hits with a dose series show IC50 in µM. 0.3% of 290,000 active; in the data active means inhibition mostly above about 52%, no sharp cut-off; inactive means mostly below about 76%; further: some results filed as inactive read as strong as hits
* hit, by the source's call; · = not tested or not shown; [ ] = dose if it differs, or a comment.

Value order – KOR beta-arrestin-2, HIV fusion peptide, GPR55 LPI antagonism, KOR beta-arrestin-1, SIAH1 antagonists, GPR35 arrestin U2OS, NOD1 inhibition, GPR55 beta-arrestin, AID2073
1	O=C(O)CN(c1ccc2c(c1)OCCO2)S(=O)(=O)c1ccccc1
  0.9%, -1.3%, 14%, 0%, 1%, -4%, -7%, -0.2%, 5%
2	Cc1nc2ccc(NC(=O)c3ccc(N4C(=O)CCC4=O)cc3)cc2s1
  -1.2%, -0.8%, 18%, -19%, 5%, -3%, -37%, 0.2%, 20%
3	Fc1cc(NC(=S)NCc2ccc(CNC(=S)Nc3ccc(Cl)c(F)c3)cc2)ccc1Cl
  5.4%, 0.1%, -3%, -13%, -5%, 8%, -3%, -0.1%, 0%
4	Cc1ccc(-n2ncc3c2CCCC3NC(=O)c2ccccc2N2CCOCC2)cc1C (configuration not stated)
  5.8%, 1.3%, -15%, -22%, -3%, -1%, -9%, -0.1%, 6%
5	COCCn1c(SCC(=O)Nc2ccccc2OC)nc2ccccc2c1=O
  -0.2%, -1.4%, 3%, 10%, 0%, 15%, 1%, 0.3%, 12%
6	CCc1oc2c(C)c(O)ccc2c(=O)c1-c1ccc2ccccc2n1
  4.4%, 1.1%, 1%, -28%, -2%, -6%, 9%, -0.1%, 7%
7	Cc1ccc(S(=O)(=O)Cn2nnnc2C(C(C)C)N2CCC(C(N)=O)CC2)cc1 (configuration not stated)
  3.2%, 1.0%, 0%, -55%, -1%, 1%, -36%, -0.2%, -5%
8	Cc1nc(NCC2CCCO2)c2nnn(Cc3ccccc3Cl)c2n1 (configuration not stated)
  27%, -1.0%, -8%, 12%, 2%, -3%, 17%, 0.2%, 7%
9	O=C(CN1CCN(S(=O)(=O)c2ccc(Br)cc2)CC1)N/N=C/c1ccc(Br)s1
  7.7%, 1.3%, 1%, 11%, 1%, 5%, -37%, 1.6%, -2%
10	COC(=O)Nc1ncc(CN2CCCCC2)s1
  1.2%, -1.4%, 1%, 1%, 2%, 8%, 6%, 0.2%, -7%
11	Cc1cccc(N2CCN(S(=O)(=O)c3c(C)[nH]c(C)c3C(=O)N3CCCC3)CC2)c1C
  -1.9%, 0.7%, 3%, -52%, 2%, -15%, -6%, 0.2%, -7%
12	Cc1ccc2cc(C(c3nnnn3CC3CCCO3)N3CCc4ccccc4C3)c(=O)[nH]c2c1 (configuration not stated)
  -1.9%, 2.1%, -1%, 30%, 6%, 0%, -22%, -0.1%, 62%
13	CC(NC(=O)COC(=O)CCc1ccc(S(=O)(=O)N2CCOCC2)cc1)C1CC2CCC1C2 (configuration not stated)
  -0.2%, -0.5%, 4%, -10%, -2%, -6%, -8%, 0.6%, -6%
14	O=C(CNCc1ccccn1)Nc1cc(C(F)(F)F)ccc1N1CCOCC1
  5.0%, 0.0%, -13%, 12%, 7%, -1%, 4%, -0.3%, -7%
15	CCSc1nnc(NC(=O)c2cccnc2Cl)s1
  -7.8%, 1.5%, 5%, 12%, -1%, -8%, -22%, -0.3%, 19%
16	CC1(C)CC(NC(=O)C2CCN(S(=O)(=O)c3ccccc3C(F)(F)F)CC2)CC(C)(C)N1
  -7.6%, -1.2%, 20%, 7%, -4%, -4%, 4%, 0.8%, 4%
17	CCCCc1ccc(NC(=O)N2CCN(c3cc(C)nc4ccccc34)CC2)c(C)c1
  0.4%, -1.5%, 13%, -1%, -2%, -21%, 1%, -0.1%, 7%
18	COC(=O)CON1C(=O)c2ccccc2C1=O
  -1.9%, -1.0%, 8%, 14%, 1%, 1%, -1%, -0.1%, 19%
19	COc1ccc(C(=O)/C=C/Nc2cc(C)on2)c(OC)c1
  -3.8%, 3.9%, 6%, 12%, 3%, -1%, -22%, 0.0%, 30%
20	CC(C)c1nc2sc3c(c2c(=O)n1N)CC(C)(C)OC3
  -0.1%, 2.2%, -2%, 13%, -4%, -5%, -29%, 0.5%, 12%
21	COCCCN(C(C)=O)c1nc(-c2ccc(OC)cc2)cs1
  -1.1%, -1.3%, 2%, 3%, -5%, 1%, 7%, 0.3%, -4%
22	O=C(NCCCn1ccnc1)C1CCCN(S(=O)(=O)c2cc(Cl)ccc2Cl)C1 (configuration not stated)
  -5.5%, 0.2%, 9%, -3%, 2%, 4%, -15%, -0.2%, -2%
23	Cc1cccc(Nc2nnc(SCC(=O)NC(=O)Nc3ccc4c(c3)OCCO4)s2)c1
  3.2%, 0.8%, 9%, 7%, 1%, 1%, -43%, -0.3%, -6%
24	COc1ccccc1NC(=O)CCN1C(=O)/C(=C/c2cc(OC)c(OC)c(OC)c2)SC1=S
  -1.1%, 4.7%, -1%, -20%[20 µM], 1%, -1%, 2%, -0.2%, 7%
25	C=CCN(CC=C)C(=O)CN1C(=O)NC(Cc2c[nH]c3ccccc23)C1=O (configuration not stated)
  0.0%, 0.4%, 10%, -13%, -5%, -8%, -9%, 0.4%, 5%
26	O=C(Cc1cnc2ncnn2c1)N1CCc2c([nH]c3ccccc23)C1c1ccccn1 (configuration not stated)
  ·, -0.6%, 6%, 11%[20 µM], -6%, -11%, 12%, -0.1%, 0%
27	CCN(CC)CCNCc1ccc(OCc2ccc(Cl)nc2)c(OC)c1
  -2.5%, -0.7%, 7%, 12%, -6%, -18%, -25%, 0.1%, -9%
28	CCOC(=O)N1CCN(CC(=O)Nc2nc3ccc(OC)cc3s2)CC1
  3.7%, 0.2%, 0%, -14%[20 µM], -2%, -6%, 7%, -0.4%, 1%
29	Cc1ccc(NC(=O)c2ccc(F)cc2)nc1
  ·, 0.7%, 5%, -28%[20 µM], 11%, 14%, -55%, 0.2%, -10%
30	Cc1cc(F)ccc1NCC(=O)Nc1ccccc1Br
  16%, 0.0%, -5%, -14%, -2%, -4%, -29%, 0.3%, 1%
31	CCc1cccc2c1NC(=O)C2(O)N1CCCC(C)C1 (configuration not stated)
  -4.7%, 0.9%, -9%, 29%[20 µM], 2%, 8%, -39%, 0.2%, 5%
32	COC(=O)C(Cc1ccc(OC(=O)c2ccccc2Cl)cc1)N1Cc2ccccc2C1=O (configuration not stated)
  1.0%, -1.5%, 17%, -14%, 0%, -10%, -51%, 0.1%, 15%
33	O=C1C2CCCCN2C(=O)N1CCCCN1CCN(c2ccc([N+](=O)[O-])cc2)CC1 (configuration not stated)
  -3.2%, -1.3%, 3%, 24%, -1%, -11%, 1%, -0.4%, 6%
34	N#Cc1cc(S(=O)(=O)N2CCOCC2)ccc1N1CCOCC1
  4.7%, -0.2%, -14%, 0%, 1%, -4%, -21%, -0.1%, 13%
35	Cc1cc(NC(=O)c2sc3ccccc3c2O)no1
  1.6%, 0.6%, -4%, -6%, 4%, -6%, -78%, -0.1%, 4%
36	O=C1NC(c2cccc([N+](=O)[O-])c2)=CCN1c1ccccc1O
  -2.9%, -0.3%, 5%, 18%, -4%, 2%, -5%, 0.2%, 3%
37	CC(=O)NS(=O)(=O)c1ccc(NC(=O)/C=C/c2ccccc2Cl)cc1
  0.4%, -1.1%, 19%, -11%, 6%, 11%, -2%, -0.1%, 2%
38	CCc1nc(OCC(=O)c2ccccc2)c(C#N)c2c1COC(C)(C)C2
  -7.2%, 2.5%, -13%, -9%, 3%, 10%, -12%, -0.1%, -13%
39	Cc1ccc2nc(-c3ccc(NC(=O)CN4CCN(C(=O)c5ccco5)CC4)cc3)sc2c1
  0.6%, 1.8%, 4%, -39%, 12%, 15%, -34%, 0.2%, 55%
40	COc1cc(CN2CCC(CO)(Cc3cccc(C(F)(F)F)c3)CC2)ccc1F
  5.9%, -0.3%, 0%, 11%, -2%, 0%, -8%, -0.2%, -13%
41	CCCCCOc1ccc(NC(=O)C(=O)NCCCn2ccnc2)cc1
  1.2%, -0.3%, 12%, -40%, 1%, 0%, -24%, 0.2%, -15%
42	CC(C)NC(=O)c1ccccc1NS(=O)(=O)c1ccc(Br)s1
  2.3%, 2.2%, -7%, 3%, 0%, -1%, -9%, 0.4%, 16%
43	NC(=S)Nc1nc2ccccc2s1
  1.5%, 9.6%, -2%, -8%, 0%, -7%, -31%, -0.2%, -19%
44	CC(C)N(C(=O)COC(=O)[C@@H]1CC(O)CN1S(=O)(=O)c1ccccc1[N+](=O)[O-])C(C)C (some centres not stated)
  4.5%, -0.1%, 6%, -24%, -2%, -5%, -37%, 0.0%, 4%
45	COc1ccc(OC)c(NC(=O)c2nnn(CCc3ccccc3)c2N)c1
  -4.6%, 1.3%, 19%, 6%, 1%, -1%, -8%, -0.1%, 6%
46	Cc1cccc(C(=O)Nc2ccc(NC(=O)CN3CCOCC3)cc2)c1
  -2.4%, -1.5%, -2%, -7%, 1%, 9%, -40%, -0.1%, -3%
47	CCOC(=O)c1c(CSC(=N)N)n(-c2ccc(C)cc2)c2cc(Br)c(OC(C)=O)cc12
  6.4%, -3.4%, 5µM*, -37%, 2%, 25%, -42%, ·, 24%
48	N#Cc1ccccc1NC(=O)c1cccc(COc2ccc(Cl)cc2Cl)c1
  11%, -1.6%, 9%, -95%, -2%, -5%, -16%, 0.3%, 2%
49	COc1ccc(NC(=O)Nc2c(SC)nsc2SC)cc1
  -2.2%, -1.1%, -7%, 1%, -6%, 1%, -15%, 0.0%, 16%
50	c1ccc2c(Nc3nncs3)c3ccccc3nc2c1
  2.1%, -1.7%, 6%, 13%, 0%, 11%, -5%, -1.9%, 3%
51	O=C(N/N=C/c1ccc(Cl)cc1Cl)c1n[nH]c2c1CCCC2
  -0.4%, 2.9%, 1%, 3%, 3%, 8%, -22%, 0.1%, 3%
52	COC(=O)c1nn(-c2ccc(F)cc2)ccc1=O
  3.3%, 0.4%, -6%, -54%, -4%, 6%, 8%, 0.5%, -13%
53	CCc1cc(CNC(=O)c2ccc(OC3CCN(CCc4ccccc4)CC3)cc2)on1
  -2.4%, 0.8%, 6%, -11%, 15%, 5%, -16%, -0.1%, 11%
54	c1ccc(Cc2nn3c(C4COc5ccccc5O4)nnc3s2)cc1 (configuration not stated)
  -1.3%, 0.1%, 16%, -7%, -4%, 11%, -19%, -0.2%, -7%

2 entries from above, tab-delimited.
no.	SMILES	KOR beta-arrestin-2	HIV fusion peptide	GPR55 LPI antagonism	KOR beta-arrestin-1	SIAH1 antagonists	GPR35 arrestin U2OS	NOD1 inhibition	GPR55 beta-arrestin	AID2073
37	CC(=O)NS(=O)(=O)c1ccc(NC(=O)/C=C/c2ccccc2Cl)cc1	0.4%	-1.1%	19%	-11%	6%	11%	-2%	-0.1%	2%
38	CCc1nc(OCC(=O)c2ccccc2)c(C#N)c2c1COC(C)(C)C2	-7.2%	2.5%	-13%	-9%	3%	10%	-12%	-0.1%	-13%

A portion of the library (hit frequency here may not be typical).
